Assay outcomes from PubChem BioAssay.
miR-122 sensor: miR-122 Renilla sensor signal increase in Huh7, primary screen, miR-122 inhibitor project, cell-based, single point, plate reader | activation (reporter increase), % at 12.5 µM | AID 602342, 2012 | hit rate 0.3% among 340,000 | Huh7 miR-122 Renilla luciferase sensor, 48 h; neutral wells = 0, positive control = 100;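 active means mean replicate activation score at least 90 and every replicate individually at or above 90; inconclusive means only one of the two criteria met; inactive means neither criterion met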;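 further: higher luciferase means less miR-122 activity so hits act as miR-122 inhibitors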
PGC1a acetyl inh: inhibitors of PGC1a acetylation signal, primary screen, cell-based, U2OS, AlphaScreen, inhibitor mode. AlphaScreen anti-acetyl-lysine; with virally co-expressed GCN5 acetyltransferase. inhibition, % at 15.6 µM. hit rate 0.17% among 350,000;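 active means every replicate shows inhibition of at least 40%; inconclusive means mean inhibition at least 40% but some replicate below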;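 further: 0% = neutral control wells and 100% = positive control wells; some results beyond the cut were filed as inactive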
Cneo AK release: Cryptococcus neoformans cell lysis inducers, primary screen, AK release luminescence, single concentration; C. neoformans lysis, adenylate kinase release luminescence, 4 h; normalised: neutral wells 0, clomiphene wells 100; lysis activity, % at 15 µM; hit rate 0.2% among 360,000;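 active means mean lysis activity across replicates of at least 80%, whatever share of replicates individually reach that level; inactive means mean lysis activity below 80%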
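Material – Cryptococcus neoformans yeast cells · Quantity – 5 × 10^6 yeast cells/mL · Buffer or medium – YPD medium · Compound – single dose · Timing – 4 h static compound exposure, 37 °C, read 1 h post-reagent · Signal – adenylate kinase release luminescence · Read-out basis – lysis from increased AK signal · Benchmarks – Clomiphene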
* marks the source's active call; other numbers are inactive results. This is a subset; count on the stated rates, not on these rows.

Results for COc1ccc(/C=N/NC(=O)c2ccc3ccccc3c2)cc1OS(=O)(=O)c1ccc(NC(C)=O)cc1 ?
miR-122 sensor: 63; PGC1a acetyl inh: 3; Cneo AK release: -1

What do the screens show for `FC(F)(F)c1nnc2ccc(N3CCN(c4ccccc4)CC3)nn12`?
miR-122 sensor: -2; PGC1a acetyl inh: -9; Cneo AK release: -1

How did COc1cccc(C(=O)Nc2c3c(nn2-c2ccccc2C)CS(=O)C3)c1OC (stereo not drawn) do in these assays?
miR-122 sensor: -3; PGC1a acetyl inh: 7; Cneo AK release: -1

What do the screens show for `CCn1c2ccccc2c2cc(NC(=O)CSc3nnc(-c4cccc(F)c4)o3)ccc21`?
miR-122 sensor: -3; PGC1a acetyl inh: -9; Cneo AK release: 0

Results for COc1ccc(-n2c(=O)cc(N3CCOCC3)[nH]c2=O)cc1 ?
miR-122 sensor: 4; PGC1a acetyl inh: 6; Cneo AK release: 2

How did CCC(=O)Nc1ccc(/C(C)=N\NC(=O)c2ccc(C)s2)cc1 do in these assays?
miR-122 sensor: 4; PGC1a acetyl inh: -1; Cneo AK release: -2

What do the screens show for `COc1ccc(OC)c(S(=O)(=O)N(C)CC(=O)Nc2ccccc2OC)c1`?
miR-122 sensor: -2; PGC1a acetyl inh: -2; Cneo AK release: 0

What do the screens show for `Cc1nc2c3ccccc3nc(NNC(=O)CCC(=O)NCCN3CCN(c4ccccc4F)CC3)n2n1`?
miR-122 sensor: -8; PGC1a acetyl inh: 2; Cneo AK release: 7

What do the screens show for `CCOc1ccc(NC(=O)CCN2CCN(S(=O)(=O)c3cc(Cl)ccc3OC)CC2)cc1`?
miR-122 sensor: 3; PGC1a acetyl inh: -4; Cneo AK release: 3

Results for CCCC(=O)Nc1nnc(CC(=O)OCC)s1 ?
miR-122 sensor: -4; PGC1a acetyl inh: -10; Cneo AK release: 0

Results for O=C(OC(C(=O)NC1CCCC1)c1cccnc1)C1=Cc2ccccc2OC1 (stereo not drawn) ?
miR-122 sensor: -1; PGC1a acetyl inh: -12; Cneo AK release: 0

What do the screens show for `COc1ccc(C(C)=O)c2c(O)cccc12`?
miR-122 sensor: 35; PGC1a acetyl inh: -13; Cneo AK release: -7

Retrieved one by one from above (3):
What do the screens show for `Cc1nc2c3ccccc3nc(NNC(=O)CCC(=O)NCCN3CCN(c4ccccc4F)CC3)n2n1`?
miR-122 sensor: -8; PGC1a acetyl inh: 2; Cneo AK release: 7

What do the screens show for `FC(F)(F)c1nnc2ccc(N3CCN(c4ccccc4)CC3)nn12`?
miR-122 sensor: -2; PGC1a acetyl inh: -9; Cneo AK release: -1

What do the screens show for `COc1ccc(C(C)=O)c2c(O)cccc12`?
miR-122 sensor: 35; PGC1a acetyl inh: -13; Cneo AK release: -7

(cont.)
Results for CCOc1ccc(/C(O)=C2\C(=O)C(=O)N(CCN(C)C)C2c2cccc(OC)c2OC)cc1Cl (stereo not drawn) ?
miR-122 sensor: 2; PGC1a acetyl inh: -1; Cneo AK release: 0

Results for Cc1ccc(NC(=O)c2ccc(CSc3ccccn3)cc2)cc1 ?
miR-122 sensor: 4; PGC1a acetyl inh: -2; Cneo AK release: -2

How did COc1ccc2c(-c3ccc(OCCN4CCOCC4)cc3)c(-c3ccccc3OC)sc2c1 do in these assays?
miR-122 sensor: -4; PGC1a acetyl inh: -15; Cneo AK release: 1

What do the screens show for `CS(=O)(=O)N1CCN(C(=O)c2cc(-c3ccncc3)nc3ccc(Cl)cc23)CC1`?
miR-122 sensor: -1; PGC1a acetyl inh: 5; Cneo AK release: 1

What do the screens show for `CCOc1cc(C)c(C(C)C)cc1S(=O)(=O)n1ccc(C)n1`?
miR-122 sensor: inconclusive; PGC1a acetyl inh: -14; Cneo AK release: 0

How did CCCC(=O)Nc1ccc(-c2nc3cc(C)c(C)cc3o2)cc1 do in these assays?
miR-122 sensor: -4; PGC1a acetyl inh: -50; Cneo AK release: -9

How did Cc1ccc2nc(NC(=O)C3CCCN(S(=O)(=O)c4cccc5nsnc45)C3)sc2c1 (stereo not drawn) do in these assays?
miR-122 sensor: -2; PGC1a acetyl inh: -39; Cneo AK release: -3

Results for Cc1nn(-c2ccccc2)c2[nH]c(=O)c(CNCc3ccc4c(c3)OCO4)cc12 ?
miR-122 sensor: -5; PGC1a acetyl inh: 4; Cneo AK release: 1

How did C/C=C(\C)C(=O)OC1[C@H](OC(C)=O)C2(CO)C(CC1(C)C)C1=CCC3C4(C)CCC(O[C@@H]5O[C@H](C(=O)O)[C@@H](O[C@@H]6O[C@H](CO)[C@@H](O)[C@H](O)[C@H]6O)[C@H](O)[C@H]5O[C@H]5O[C@H](CO)[C@@H](O)[C@H](O)[C@H]5O)[C@](C)(CO)C4CCC3(C)[C@]1(C)C[C@H]2O (stereo partly drawn) do in these assays?
miR-122 sensor: -12; PGC1a acetyl inh: 8; Cneo AK release: -4

What do the screens show for `CCN1c2ccccc2-c2nc3ccccc3n2C1c1ccncc1` (stereo not drawn)?
miR-122 sensor: 3; PGC1a acetyl inh: -8; Cneo AK release: -1

How did CC(C)COC(=O)CCNc1n[nH]c(=O)[nH]c1=O do in these assays?
miR-122 sensor: -1; PGC1a acetyl inh: 2; Cneo AK release: 1

What do the screens show for `COc1ccc(N(CC(=O)Nc2ccccc2C(=O)NCCc2ccccc2)S(C)(=O)=O)cc1OC`?
miR-122 sensor: -2; PGC1a acetyl inh: -11; Cneo AK release: 1

Continued, starting with the last 2 of the part before.
How did CC(C)COC(=O)CCNc1n[nH]c(=O)[nH]c1=O do in these assays?
miR-122 sensor: -1; PGC1a acetyl inh: 2; Cneo AK release: 1

What do the screens show for `COc1ccc(N(CC(=O)Nc2ccccc2C(=O)NCCc2ccccc2)S(C)(=O)=O)cc1OC`?
miR-122 sensor: -2; PGC1a acetyl inh: -11; Cneo AK release: 1

Results for CC(=O)Nc1c(O)nc(SCC(=O)Nc2c(C)cccc2C)[nH]c1=O ?
miR-122 sensor: 2; PGC1a acetyl inh: 7; Cneo AK release: 1

What do the screens show for `CN(C)c1ccc(N=C/C=C2\N(C)c3ccccc3C2(C)C)cc1`?
miR-122 sensor: 4; PGC1a acetyl inh: -1; Cneo AK release: 0

What do the screens show for `COc1ccc(NC(=O)CN2CCC(C(N)=O)CC2)cc1`?
miR-122 sensor: -8; PGC1a acetyl inh: -17; Cneo AK release: 0

What do the screens show for `O=C(Nc1ccccc1)C1CCN(C(=O)c2ccccc2)CC1`?
miR-122 sensor: -2; PGC1a acetyl inh: 29; Cneo AK release: -3

Results for Cc1ccc(S(=O)(=O)N(Cc2ccccc2)Cc2ccco2)cc1 ?
miR-122 sensor: 4; PGC1a acetyl inh: -46; Cneo AK release: 2

Results for CN1CCN(C(=O)c2cccc3c(-c4ccc(F)c(F)c4)coc23)CC1 ?
miR-122 sensor: 5; PGC1a acetyl inh: 8; Cneo AK release: 3

What do the screens show for `Cc1ccc(-c2nn(C)c(=O)c3ccccc23)cc1CNC(=O)CN1CCOCC1`?
miR-122 sensor: 3; PGC1a acetyl inh: -13; Cneo AK release: 1

How did CCC(CC)NC(=O)Cc1ccccc1OC do in these assays?
miR-122 sensor: 3; PGC1a acetyl inh: -8; Cneo AK release: 0

Results for COc1ccc(/C=C\C(=O)c2c(O)ccc3c(C)cc(=O)oc23)cc1 ?
miR-122 sensor: 7; PGC1a acetyl inh: 3; Cneo AK release: 1

What do the screens show for `CCOC(=O)CSc1nc(N)c(C#N)c(-c2ccc(OC)cc2)c1C#N`?
miR-122 sensor: -5; PGC1a acetyl inh: -4; Cneo AK release: 2

Results for C=CCn1c(SCC(=O)N2CCc3ccccc3C2)nc2sc(C)cc2c1=O ?
miR-122 sensor: 4; PGC1a acetyl inh: 8; Cneo AK release: -1

How did CC(C)CC(NC(=O)C(CC(C)C)NC(=O)OC(C)(C)C)C(=O)O (stereo not drawn) do in these assays?
miR-122 sensor: -2; PGC1a acetyl inh: -6; Cneo AK release: 1

What do the screens show for `Cc1cc(C)nc(NC(=O)CSc2nc3cc(Cl)ccc3s2)n1`?
miR-122 sensor: -6; PGC1a acetyl inh: -33; Cneo AK release: -1

What do the screens show for `O=C(Nc1ccc2ccccc2c1)c1cnccn1`?
miR-122 sensor: -5; PGC1a acetyl inh: -1; Cneo AK release: -2

How did O=S(=O)(NCCNS(=O)(=O)c1cccs1)c1cccs1 do in these assays?
miR-122 sensor: -1; PGC1a acetyl inh: 0; Cneo AK release: 1

How did Cc1cc(C)n2nc(C(=O)OCCOc3ccc(Br)cc3)nc2n1 do in these assays?
miR-122 sensor: -3; PGC1a acetyl inh: 0; Cneo AK release: -5

What do the screens show for `O=C(CSc1nnc(-c2cccnc2)n1CCc1ccccc1)NCc1ccccc1`?
miR-122 sensor: 0; PGC1a acetyl inh: -6; Cneo AK release: -23

Results for Cc1ccc(-n2ncc(C#N)c2/N=C/N2CCN(C)CC2)cc1 ?
miR-122 sensor: -3; PGC1a acetyl inh: -5; Cneo AK release: 3

Results for Cc1ccc(/C=N/NC(=O)c2sccc2OCc2ccc(F)cc2)cc1 ?
miR-122 sensor: 17; PGC1a acetyl inh: -12; Cneo AK release: -1

Results for Cc1cc(C)c2nc(N)sc2c1 ?
miR-122 sensor: -5; PGC1a acetyl inh: -1; Cneo AK release: -3

Results for Oc1ccc(C2N=C(c3ccccc3)NC(c3ccccc3)=N2)cc1 ?
miR-122 sensor: -5; PGC1a acetyl inh: -8; Cneo AK release: 0

How did Cc1ccc(S(=O)(=O)CCSc2nc(C)cc(C)c2C#N)cc1 do in these assays?
miR-122 sensor: -3; PGC1a acetyl inh: -13; Cneo AK release: 0

How did COCCN(CC(=O)NCc1ccc(F)cc1)C(=O)CCC(=O)Nc1ccccn1 do in these assays?
miR-122 sensor: 5; PGC1a acetyl inh: 1; Cneo AK release: 1

What do the screens show for `O=c1cc(N2CCCCC2)c(-c2ccccc2)nn1Cc1c(Cl)cccc1Cl`?
miR-122 sensor: 2; PGC1a acetyl inh: -12; Cneo AK release: 3

What do the screens show for `Cc1c(NC(=O)C(C)Sc2nnc(-c3ccccc3)o2)c(=O)n(-c2ccccc2)n1C` (stereo not drawn)?
miR-122 sensor: -2; PGC1a acetyl inh: -14; Cneo AK release: 1

What do the screens show for `Cc1cnc(C(=O)Nc2ccccc2-c2nnn(CC(=O)NC3CCCC3)n2)cn1`?
miR-122 sensor: 8; PGC1a acetyl inh: 5; Cneo AK release: -2

Results for Cc1cc(Br)cn2c(Cc3ccsc3)c(C3CCCCC3)nc12 ?
miR-122 sensor: 1; PGC1a acetyl inh: -2; Cneo AK release: 4

Results for CCOC(=O)C(C)Sc1nnc(Cc2cc(=O)[nH]c(=O)[nH]2)n1-c1ccc(Cl)cc1 (stereo not drawn) ?
miR-122 sensor: 6; PGC1a acetyl inh: 7; Cneo AK release: 0

What do the screens show for `CCOC(=O)Cc1csc(NC(=O)c2cccnc2)n1`?
miR-122 sensor: -1; PGC1a acetyl inh: -2; Cneo AK release: 0

What do the screens show for `FC(F)(F)c1nc2ccccc2nc1N/N=C/c1ccc(Cl)cc1`?
miR-122 sensor: 2; PGC1a acetyl inh: 10; Cneo AK release: 1

Results for O=C(Nc1ccc(Cl)cc1)Nc1ccc2c(c1)N1CCN=C1S2 ?
miR-122 sensor: 3; PGC1a acetyl inh: -5; Cneo AK release: -2

How did Cc1c(NC(=O)NC(=O)c2ccc(F)cc2)c(=O)n(-c2ccccc2)n1C do in these assays?
miR-122 sensor: 0; PGC1a acetyl inh: 4; Cneo AK release: -8

Results for Cc1ccc(NC(=O)c2nc[nH]c2C(=O)Nc2ccc(C)cc2)cc1 ?
miR-122 sensor: -1; PGC1a acetyl inh: -8; Cneo AK release: -4

How did COc1ccccc1C(=O)Nc1cc2ccccc2oc1=O do in these assays?
miR-122 sensor: -1; PGC1a acetyl inh: -11; Cneo AK release: -1

Results for O=C(O)c1cccc(N2CCCCS2(=O)=O)c1 ?
miR-122 sensor: -3; PGC1a acetyl inh: 2; Cneo AK release: 3

What do the screens show for `COCc1[nH]nc2c1C(c1ccnc3ccccc13)C(C#N)=C(N)O2` (stereo not drawn)?
miR-122 sensor: -5; PGC1a acetyl inh: 0; Cneo AK release: -4

Results for Cc1cccc(NC(=S)NC(=O)CCc2ccccc2)c1 ?
miR-122 sensor: -4; PGC1a acetyl inh: -29; Cneo AK release: 57

Results for Cc1cc(-c2ccccc2C(=O)NCc2ccccc2)on1 ?
miR-122 sensor: -5; PGC1a acetyl inh: -1; Cneo AK release: 0

How did CCCOc1ccccc1C1CC(=O)NC(C)=C1C(=O)OCC(C)C (stereo not drawn) do in these assays?
miR-122 sensor: -4; PGC1a acetyl inh: -11; Cneo AK release: -1

How did CCCCN(Cc1ccccc1)C(=O)c1cnc2n(c1=O)CCS2 do in these assays?
miR-122 sensor: -8; PGC1a acetyl inh: 12; Cneo AK release: 0

How did CCN(C(=O)COC(=O)c1cnc(C)cn1)C1CCCCC1 do in these assays?
miR-122 sensor: -1; PGC1a acetyl inh: 10; Cneo AK release: -1

How did O=C(Cn1cnc2cc([N+](=O)[O-])ccc2c1=O)Nc1ccc2c(c1)CCC2 do in these assays?
miR-122 sensor: 7; PGC1a acetyl inh: -17; Cneo AK release: 0
